FEN1 inh: blocks human flap endonuclease 1; AID 588795; Recombinant FEN1 flap cleavage, fluorescence, 15 min; Potency, µM (series often up to 114 µM), without a hit: at the highest dose activity change, negative = inhibition, most hits filed as inhibitors; hit rate 0.35% among 390,000; note: nearly all actives have a fitted effect of over 65% in size
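Reaction started by adding substrate (50 nM final) to 10 nM enzyme after 15 min room-temperature compound preincubation. Reads at 0 and 15 min, with data normalized and fitted to a four-parameter Hill equation.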
N370S GC: inhibitors or activators of N370S glucocerebrosidase for Gaucher disease. P04062. N370S GC spleen homogenate, 4MU-glucoside fluorescence. Potency, µM (titrated, usually from 59.4 µM), for inactives: top-dose activity change, negative = inhibition, hits mostly inhibitors. hit rate 0.092% among 330,000. AID 2101;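 note: 0% = full enzyme activity and -100% = no enzyme basal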
GCN5L2 inh: inhibitors of human GCN5L2 histone acetyltransferase | GCN5L2 HAT assay, ThioGlo1 CoA-SH fluorescence | Potency, µM (highest dose often 58.9 µM), without a hit: at the highest dose activity change, negative = inhibition, most hits filed as inhibitors | hit rate 0.21% among 390,000
Target sequence (Q92830 whole entry, looked up): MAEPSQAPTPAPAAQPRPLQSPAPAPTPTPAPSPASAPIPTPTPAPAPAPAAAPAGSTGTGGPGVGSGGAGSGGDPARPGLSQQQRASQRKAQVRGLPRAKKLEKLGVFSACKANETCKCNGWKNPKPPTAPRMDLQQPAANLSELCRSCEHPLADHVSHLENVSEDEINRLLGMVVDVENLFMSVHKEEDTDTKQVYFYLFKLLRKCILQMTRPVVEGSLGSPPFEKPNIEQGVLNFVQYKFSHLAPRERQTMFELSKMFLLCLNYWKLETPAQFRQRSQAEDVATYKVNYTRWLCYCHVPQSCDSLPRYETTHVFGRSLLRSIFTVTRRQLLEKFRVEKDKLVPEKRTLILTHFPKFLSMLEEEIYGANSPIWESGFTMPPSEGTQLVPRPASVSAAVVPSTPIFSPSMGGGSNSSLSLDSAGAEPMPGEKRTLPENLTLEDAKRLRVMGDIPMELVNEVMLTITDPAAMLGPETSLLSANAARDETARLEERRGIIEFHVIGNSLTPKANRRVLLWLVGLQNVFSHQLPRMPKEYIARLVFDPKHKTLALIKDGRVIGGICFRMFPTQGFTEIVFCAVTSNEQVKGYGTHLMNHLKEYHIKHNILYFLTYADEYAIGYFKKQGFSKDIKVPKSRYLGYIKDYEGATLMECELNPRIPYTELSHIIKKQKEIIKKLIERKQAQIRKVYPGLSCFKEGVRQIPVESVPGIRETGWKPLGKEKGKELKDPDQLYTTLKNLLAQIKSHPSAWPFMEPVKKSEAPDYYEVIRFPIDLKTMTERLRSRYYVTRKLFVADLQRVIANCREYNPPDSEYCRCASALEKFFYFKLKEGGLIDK
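Compounds, pin-transferred from DMSO stocks, meet 20nM GCN5L2 for 15 min before the reaction begins with H3(1-25) peptide (75uM) and acetyl-CoA (70uM). Thiol-reactive ThioGlo1 reports CoA release over 20 min at room temperature.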
The depositor's hits bear a star; ? = inconclusive; / = not tested or not shown; [ ] = dose if it differs, or a comment. Calls come from the whole dose curve; as a rule, active = well fitted curve in the direction sought with a large enough effect; inconclusive = small, poorly fitted or top-dose-only effect, or another doubt; inactive = no such curve, though single readings can be large; an effect the other way counts as inactive or inconclusive. Unless noted, % is set by controls: 0 for no effect and ±100 for the full control effect; potency is the fitted concentration of half-maximal effect. Not a hit list; any-hit rate near 0.54%.

(1) COC(=O)c1ccc(NC(=O)CSc2nnc(COc3ccc4c(c3)CCCC4)o2)cc1
(2) CCCCSCc1ccc(C(=O)O)o1
(3) O=C(N/N=C/c1ccc(Br)s1)c1c[nH]c2ccccc12
(4) Clc1ccc(Cl)c(OCCN2CCCC2)c1
(5) Cc1ccc(CNC(=O)c2ccc(NC(=O)CCS(=O)(=O)c3cccs3)cc2)cc1
(6) O=C(c1ccc2ccccc2n1)N1CCN(c2ccccc2)CC1
(7) COCCN(C(=O)C(C)C)c1nnc(-c2ccc(C)cc2)s1
(8) O=C(Cc1ccccc1)Nc1ccc(NC(=O)c2ccccc2)nc1
(9) CCOC(=O)c1ccccc1NC(=O)COC(=O)CSCC(=O)Nc1cc(C)on1
(10) CC(C)c1nn2c(=O)cc(COC(=O)c3cccs3)nc2s1
assay / entry	1	2	3	4	5	6	7	8	9	10
FEN1 inh	-7%	6%	-21%	-5%	-6%	-3%	-5%	4%	5%	2%
GCN5L2 inh	4%	0%	-1%	-9%	-6%	-3%	-11%	-7%	-7%	4%
N370S GC	7%	3%	-12%	0%	17%	2%	-11%	-9%	-3%	/

(11) COc1cccc(/C(O)=C/c2nc3ccc(C(=O)NCCc4ccc(Cl)cc4)cc3[nH]c2=O)c1
(12) Cc1ccnc(NS(=O)(=O)c2ccc(N3C(=O)c4ccccc4C3=O)cc2)n1
(13) CC1CCN(C(=S)Nc2ccc(SC(F)F)cc2)CC1
(14) N#CC1=C(S)N(c2ccccc2)C(c2ccc(-c3ccc(Cl)c(Cl)c3)o2)NC1=O (centres undefined)
(15) COC(=O)Cc1c(O)ccn(Cc2ccc3c(c2)OCO3)c1=O
(16) O=C(Nc1ccc(C(F)(F)F)cc1)c1cc(S(=O)(=O)N2CCCc3ccccc32)ccc1F
(17) O=C(c1cccs1)N1CCC(N2CCN(c3ccccc3)CC2)CC1
(18) COc1ccc(Br)cc1C1C2C=CCCC2(C)C(=O)N1Cc1ccccc1 (centres undefined)
(19) CCOc1ccccc1NC(=O)C(c1ccccc1)N1CCN(CC(=O)N2CCCC2)CC1 (centres undefined)
(20) O=C(Cn1c(=O)n(-c2ccccc2)c(=O)c2c3c(sc21)CCCC3)Nc1ccc(F)cc1
assay / entry	11	12	13	14	15	16	17	18	19	20
FEN1 inh	2%	-1%	5%	-17%	8%	0%	-1%	-13%	-2%	5%
GCN5L2 inh	-2%	-1%	-7%	-25%	-7%	-4%	0%	/	0%	2%
N370S GC	-3%	1%	-5%	-10%	8%	/	5%	3%	/	/

Along the list, quoted from above:
GCN5L2 inh for entries 6 to 12: -3%, -11%, -7%, -7%, 4%, -2%, -1%
N370S GC for entries 6 to 12: 2%, -11%, -9%, -3%, /, -3%, 1%

(listing goes on)
(21) O=C(CSc1nc2c(cnn2-c2cccc(Cl)c2)c(=O)[nH]1)NCCC1=CCCCC1
(22) Cc1ccc(OCCn2ccc(=O)[nH]c2=O)cc1C
(23) CCCCN1C(=O)CC(Sc2ccccc2C(=O)O)C1=O (centres undefined)
(24) CCCCNC(=O)C1c2ccccc2Oc2ccccc21
(25) COc1cccc(C(=O)CSc2nc3cccnc3n2C)c1
(26) Clc1ccc(C2=NNC(=NCc3ccc4c(c3)OCO4)SC2)cc1
(27) C=CCC1(CC=C)CCCN1C(=O)C1CCC(=O)N(CCc2ccccc2)C1 (centres undefined)
(28) CC(C)C(c1nnnn1C1CCCCC1)N1CCc2ccccc2C1 (centres undefined)
(29) Cc1cccc(NC(=S)NNC(=O)c2sccc2C)c1
(30) CCC1CCCCN1C(=O)Cn1c(=O)n(CCCC(=O)NCc2ccco2)c(=O)c2sccc21 (centres undefined)
assay / entry	21	22	23	24	25	26	27	28	29	30
FEN1 inh	16%	6%	-2%	-1%	8%	-14%	0%	-17%	-1%	1%
GCN5L2 inh	2%	-5%	-7%	2%	-2%	3%	-14%	-2%	3%	3%
N370S GC	/	-26%	5%	-4%	4%	-3%	-1%	-28%[2.35 µM]	5%	-7%

(31) C/C(=N\Nc1cc(C)nc(-c2ccccc2O)n1)c1ccccc1
(32) Cc1ccc2nc(NC(=O)c3ccc(N4C(=O)CCC4=O)cc3)sc2c1
(33) O=C(NCc1cccnc1)Nc1ccccc1
(34) CC(C)(C)OC(=O)NCc1ccc(CNC(=O)c2[nH]cnc2C(=O)N[C@@H](Cc2ccccc2)C(=O)OC(C)(C)C)cc1
(35) CCN(CC)CCNCc1cc(Br)ccc1OCC(=O)NCc1ccccc1
(36) CCc1ccc(NC(=O)Cn2nnc(-c3ccc(C)cc3-n3cnnn3)n2)cc1
(37) COc1ccc(O)c(C2Nc3ccccc3-n3c(-c4ccccc4)c4c(=O)n(C)c(=O)n(C)c4c32)c1 (centres undefined)
(38) CC(=O)N1CCC(C(=O)Nc2cc(C)cc(C)c2)CC1
(39) Cc1ccc(-c2ccc(=O)n(CC(=O)NCCCN3CCCCC3)n2)cc1
(40) CC(=O)Nc1ccc(-c2nnn(CC(=O)Nc3ccc4c(c3)OCO4)n2)cc1Cl
assay / entry	31	32	33	34	35	36	37	38	39	40
FEN1 inh	?	-7%	-9%	-6%	18%	16%	-4%	6%	-19%	3%
GCN5L2 inh	-10%	-6%	-6%	?	0%	11%	-2%	-2%	3%	0%
N370S GC	8%	4%	-19%	?	0%	12%	/	1%	-9%	9%

In the list so far, 6 contain a Cl atom:
(4) Clc1ccc(Cl)c(OCCN2CCCC2)c1
(11) COc1cccc(/C(O)=C/c2nc3ccc(C(=O)NCCc4ccc(Cl)cc4)cc3[nH]c2=O)c1
(14) N#CC1=C(S)N(c2ccccc2)C(c2ccc(-c3ccc(Cl)c(Cl)c3)o2)NC1=O (centres undefined)
(21) O=C(CSc1nc2c(cnn2-c2cccc(Cl)c2)c(=O)[nH]1)NCCC1=CCCCC1
(26) Clc1ccc(C2=NNC(=NCc3ccc4c(c3)OCO4)SC2)cc1
(40) CC(=O)Nc1ccc(-c2nnn(CC(=O)Nc3ccc4c(c3)OCO4)n2)cc1Cl
assay / entry	4	11	14	21	26	40
FEN1 inh	-5%	2%	-17%	16%	-14%	3%
GCN5L2 inh	-9%	-2%	-25%	2%	3%	0%
N370S GC	0%	-3%	-10%	/	-3%	9%

Additional results.
(41) O=C(NCC1CCCO1)/C(=C/c1ccc(Cl)cc1)NC(=O)c1ccccc1 (centres undefined)
(42) CCCCCCCc1nn2c(=O)cc(O)nc2s1
(43) O=C(CSc1nc2ccccc2o1)Nc1nc2ccccc2s1
(44) O=c1oc2ccccc2c(N2CCCCC2)c1CN1CCCC1
(45) Brc1ccccc1-c1nnc(COc2ncnc3ccccc23)o1
(46) Cc1ccc(-c2nc(C)c(CCNS(=O)(=O)c3ccc(F)c(C(F)(F)F)c3)s2)cc1
(47) COCCCn1c(SCc2nnc(-c3ccc(OC)c(OC)c3)o2)nnc1-c1ccncc1
(48) Cc1ccc(CNC(=O)/C(C#N)=C/c2ccc(C)s2)cc1
(49) COc1ccc(OC)c(S(=O)(=O)NCCc2ccccc2)c1
(50) COc1ccc(CNC(=O)[C@H](C)NC(=O)C2CCN(S(=O)(=O)c3ccccc3)CC2)cc1
assay / entry	41	42	43	44	45	46	47	48	49	50
FEN1 inh	10%	4%	3%	-3%	-12%	-7%	10%	-12%	-9%	-6%
GCN5L2 inh	?	-10%	-7%	-1%	-4%	-19%	2%	26%	-15%	1%
N370S GC	19%	8%	2%	-3%	11%	/	3%	0%	1%	3%

(51) CCOc1ccccc1N(C(=O)Nc1ccc(Cl)cc1)C1=NC(C)CS1 (centres undefined)
(52) COc1ccc(C)cc1NC(=O)COC(=O)C1CC1
(53) CC1CCCCC12NC(=O)N(Cc1cc(=O)n3ccsc3n1)C2=O (centres undefined)
(54) CCC(C)NC(=O)C(Sc1ccccc1)c1ccccc1 (centres undefined)
(55) COc1ccc(CC(=O)OCn2nnc3ccccc3c2=O)cc1OC
(56) O=C(NCC1COCCO1)C1CCN(S(=O)(=O)c2ccccc2)CC1 (centres undefined)
(57) COC(=O)C1=C(C)OC(N)=C(C#N)C1c1c(C)nn(C)c1C (centres undefined)
(58) COc1ccc(NC(=O)c2ccco2)cc1NC(=O)c1ccc(C)cc1
(59) O=C(Nc1ccccc1Cl)C1CCN(c2nc3ccccc3nc2C(F)(F)F)CC1
(60) Cc1cccc(C2c3[nH]c4ccccc4c3CCN2C(=O)c2cn(C)c3ccccc3c2=O)n1 (centres undefined)
assay / entry	51	52	53	54	55	56	57	58	59	60
FEN1 inh	4%	-14%	-14%	24%	-7%	1%	-2%	-3%	-4%	1%
GCN5L2 inh	1%	0%	-7%	4%	-23%	-24%	-1%	5%	-2%	1%
N370S GC	2%	5%	-9%	14%	7%	3%	-14%	13%	/	-8%

(61) CCOC(=O)c1cnc2c(ccc3ccccc32)c1Nc1ccccc1OCC
(62) FC(F)C(F)(F)c1cc(-c2ccc(Cl)cc2)n[nH]1
(63) CCN(CC)C(=O)Cn1c(=O)n(-c2ccc(Cl)cc2)c(=O)c2c3c(sc21)CCC3
(64) O=C(O)c1ccccc1CSc1nc2ccccc2o1
(65) CC(=O)c1cccc(NC(=O)COC(=O)c2ccccc2C)c1
(66) Cc1ccc(C(=O)c2cncc(Br)c2)cc1
(67) CCSc1nc2sccc2c(=O)n1-c1ccccc1
(68) CCc1ccccc1NC(=O)c1sc2nc(C)cc(C)c2c1N
(69) C=CCCN([C@H](CO)Cc1ccccc1)S(=O)(=O)c1ccccc1Br
(70) Cc1ccc(-c2nc3ccccc3s2)cc1NC(=S)NC(=O)/C=C/c1ccco1
assay / entry	61	62	63	64	65	66	67	68	69	70
FEN1 inh	2%	-1%	-7%	-5%	-5%	0%	8%	6%	7%	10%
GCN5L2 inh	18%	-5%	-3%	11%	1%	-5%	-1%	-8%	-2%	-10%
N370S GC	/	-1%	/	-20%	-1%	3%	?	9%	/	1%

(71) Cc1ccc(NC(=S)N2CCn3cccc3C2c2cccnc2)cc1 (centres undefined)
(72) CCOC(=O)c1[nH]c2ccccc2c1NC(=S)Nc1ccccc1C
(73) Cn1nc(C(=O)NCc2ccccc2)cc1C(=O)NCc1ccccc1
(74) COc1cccc(-n2c(SCC(=O)NC(C)(C)C)nnc2-c2ccoc2C)c1
(75) Cc1noc2ncnc(NCCc3ccccc3)c12
(76) O=C(NCC1CCCO1)c1cc2ccccc2[nH]1 (centres undefined)
(77) COc1ccc(Br)cc1S(=O)(=O)Nc1ccc(Cl)cn1
(78) CCC(CC)C1C(C#N)=C(N)Oc2n[nH]c(-c3ccccc3)c21 (centres undefined)
(79) CCC(NC(=O)CCc1ccccc1)c1ccccc1 (centres undefined)
(80) COc1cccc(C(=O)Nc2ccccc2C(=O)NCC2CCCO2)c1 (centres undefined)
assay / entry	71	72	73	74	75	76	77	78	79	80
FEN1 inh	3%	2%	-2%	4%	-6%	5%	0%	14%	-8%	11%
GCN5L2 inh	-3%	-2%	-3%	-2%	25%	-1%	4%	3%	-14%	?
N370S GC	-14%	3%	22%	2%	/	1%	4%	8%	8%	4%

(81) O=C(Nc1cc(S(=O)(=O)N2CCOCC2)ccc1N1CCOCC1)c1cccc(S(=O)(=O)N2CCCCC2)c1
(82) C[C@H](CO)N1C[C@H](C)[C@@H](CN(C)Cc2ccc(Oc3ccccc3)cc2)Oc2ccc(NC(=O)Cn3cnnn3)cc2C1=O
(83) CCOC(=O)COc1cc2c(C(=O)OCC)c(C)oc2cc1Br
(84) O=C(NCc1ccco1)C(=O)NCC1OCCN1S(=O)(=O)c1ccc(Br)cc1 (centres undefined)
(85) CCOC(=O)c1c(C)[nH]c(C(=O)COC(=O)c2cnccn2)c1C
(86) COc1ccc(CCN2CC(C(=O)Nc3ccc4c(c3)OCO4)CC2=O)cc1OC (centres undefined)
(87) CC(NC(=O)C1CCCC1)C1CC2CCC1C2 (centres undefined)
(88) CCOC(=O)c1cc(-c2ccccc2)n(-c2cccc(C(=O)Nc3cccc(C(C)=O)c3)c2)c1C
(89) O=C(O)c1cc2cc(Cl)cc(Cl)c2oc1=O
(90) CCN(CC)c1ccc(C(=O)N/N=C(\C)c2cccnc2)cc1
(91) Cc1cc(NC(=O)Nc2nnc(N(C)C3CCCCC3)s2)ccc1Br
(92) CCCn1c(SCc2ccccc2)nc2c1c(=O)[nH]c(=O)n2C
assay / entry	81	82	83	84	85	86	87	88	89	90	91	92
FEN1 inh	-1%	6%	8%	-2%	-5%	0%	3%	-5%	-5%	0%	-10%	-8%
GCN5L2 inh	-3%	0%	-6%	0%	-2%	0%	-11%	-3%	-12%	-3%	-8%	-7%
N370S GC	0%	/	21%	3%	/	6%	-1%	/	-18%	1%	/	?

Screens from PubChem BioAssay.
